Screens (PubChem)
Bcl-XL Bim block – inhibitors of Bim-Bcl-XL interaction, human. hit rate 0.04% among 190,000. Bim peptide-Bcl-XL binding, bead flow cytometry, fluorescence. inhibition, % at 10 µM. Q07817
Mcl-1 Bim block – human Bim-Mcl-1 interaction inhibition | inhibition, % at 10 µM | Bead-based flow cytometry, Bim peptide-Mcl-1 binding | Q07820 | hit rate 0.1% among 190,000;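 note: 0% = no compound tracer wells and 100% = peptide blocker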
Target sequence (Q07820 whole entry, looked up): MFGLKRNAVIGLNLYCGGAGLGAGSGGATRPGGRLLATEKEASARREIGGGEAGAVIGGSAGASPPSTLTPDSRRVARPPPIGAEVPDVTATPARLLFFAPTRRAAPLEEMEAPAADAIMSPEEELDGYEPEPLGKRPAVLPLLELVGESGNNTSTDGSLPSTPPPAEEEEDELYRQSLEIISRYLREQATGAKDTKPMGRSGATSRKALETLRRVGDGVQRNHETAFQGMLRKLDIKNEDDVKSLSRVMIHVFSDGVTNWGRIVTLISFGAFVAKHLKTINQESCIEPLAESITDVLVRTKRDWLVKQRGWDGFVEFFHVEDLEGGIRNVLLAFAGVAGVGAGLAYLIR
Bim-Bcl-W – disrupts Bim peptide binding to human Bcl-W | inhibition, % at 10 µM | hit rate 0.02% among 190,000 | bead-based flow cytometry | AID 952;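 note: 0% = bound tracer without compound and 100% = peptide blocker; higher means less fluorescent Bim peptide bound to Bcl-W beads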
ABCG2 inh – human ABCG2 inhibition, ABCB1 as counter-screen | IgMXP3 cells, JC-1 efflux, flow cytometry | inhibition, % at 6.6 µM | hit rate 0.1% among 190,000;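 active = inhibition above 80%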;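 note: 0% = DMSO and 100% = nicardipine control wells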
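Read-out basis: Efflux inhibition in percent versus controls | Test system: ABCG2 IgMXP3 and barcoded ABCB1 CCRF-Adr cell mix | Quantity: 3 million cells/mL in well | Schedule: 10 min at 25 °C | Control set: Nicardipine as high control, DMSO as low control | Reagent: JC-1 as fluorescent efflux pump substrate | Signal: Flow cytometry of retained JC-1 fluorescence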
RGS8-Gao – modulates binding of RGS8 to human Galphao | AID 1423 | multiplexed bead flow cytometry; actives lie on both sides | P09471 | hit rate 0.34% among 220,000 | response (percent of control binding), % at 10 µM; in the data active = response below about 60% or above about 140%; inactive = in between;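 note: Galphao activated as the GDP aluminium fluoride complex binding bead-coupled RGS8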
Target sequence (P09471 whole entry, looked up): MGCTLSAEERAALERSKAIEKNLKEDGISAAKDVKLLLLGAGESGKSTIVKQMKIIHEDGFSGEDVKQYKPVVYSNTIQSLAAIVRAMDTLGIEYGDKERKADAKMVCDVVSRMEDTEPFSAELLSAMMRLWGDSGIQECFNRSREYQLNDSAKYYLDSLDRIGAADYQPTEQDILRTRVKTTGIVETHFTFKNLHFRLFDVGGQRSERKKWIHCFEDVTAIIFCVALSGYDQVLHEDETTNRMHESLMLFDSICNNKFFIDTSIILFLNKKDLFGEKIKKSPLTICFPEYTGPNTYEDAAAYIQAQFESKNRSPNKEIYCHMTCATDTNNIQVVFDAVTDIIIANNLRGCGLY
Bcl-B Bim block – human Bim-Bcl-B interaction inhibition; hit rate 0.073% among 190,000; bead-based flow cytometry, Bim peptide-Bcl-B binding; inhibition, % at 10 µM;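 note: 0% = tracer peptide without compound and 100% = reference inhibitor peptide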
RGS4-Gao reg – modulates binding of RGS4 to human Galphao | P09471 | Multiplexed bead flow cytometry; actives lie on both sides | binding response (% of control), % at 10 µM | hit rate 0.33% among 220,000; in the data active = binding response below about 49% or above about 150%; inactive = in between;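 note: fluorescent Galphao activated with aluminum fluoride binding bead-coupled RGS4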
ABCB1 block – human ABCB1 inhibition, ABCG2 as counter-screen. hit rate 0.067% among 190,000. CCRF-Adr cells, JC-1 efflux, flow cytometry. P08183. AID 1326. inhibition, % at 6.6 µM; in the data active = inhibition above about 40%;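 note: 0% = vehicle and 100% = reference inhibitor; higher value means more JC-1 retained so stronger ABCB1 efflux block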
Bim-Bcl-2 – disrupts Bim peptide binding to human Bcl-2; P10415; Bead-based flow cytometry, Bim peptide-Bcl-2 binding; inhibition, % at 10 µM; hit rate 0.06% among 190,000; in the data active = inhibition above about 40%; inconclusive = no clear call, values can overlap the other calls;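 note: 0% = no compound wells with probe peptide and 100% = reference peptide inhibitor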
RGS7-Gao reg – modulates binding of RGS7 to human Galphao; P09471; Multiplexed bead flow cytometry; actives lie on both sides; binding response (% of control), % at 10 µM; hit rate 0.35% among 220,000; AID 1439; in the data active = binding response below about 49% or above about 150%; inconclusive = no clear call, values can overlap the other calls; inactive = in between;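 note: fluorescent Galphao held in activated GDP-AlF4 state binding bead-coupled RGS7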
Bfl-1 Bim block – human Bim-Bfl-1 interaction inhibition; Bead-based flow cytometry, Bim-Bfl-1 binding inhibition; inhibition, % at 10 µM; hit rate 0.12% among 190,000; Q16548;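 note: 0% = wells without compound plus tracer and 100% = blocker peptide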
Numbers without * were called inactive; ? = inconclusive. Cut-off read from the data, not from the text of the source, unless noted: active = inhibition above about 40%.

Results follow in this order: Bim-Bcl-2	ABCG2 inh	Bim-Bcl-W	RGS7-Gao reg	Mcl-1 Bim block	Bcl-XL Bim block	RGS4-Gao reg	Bfl-1 Bim block	ABCB1 block	Bcl-B Bim block	RGS8-Gao
- CC(C)CCNC(=O)c1cc(C(=O)c2cc(Br)ccc2O)cn(CCC(C)C)c1=O
  -2	2	-3	80	-2	-4	58	0	0.7	-3	86
- Cc1nc2c(C(=O)N3CCC4(CC3)OCCO4)cnn2c(C)c1Cc1cccc(Cl)c1
  0	0	-3	112	0	-2	96	0	0.6	-6	101
- CCOP(=O)(OCC)C(NC(=O)c1ccccc1)=C(Cl)Cl
  0	1	-1	100	-3	-4	103	-1	0.1	0	106
- CCC1(C)OC(c2ccccc2)=C/C(=C/C=C2C(=O)NC(=O)NC2=O)O1 (stereo not drawn)
  4	2	2	93	2	-1	93	2	1.0	-4	95
- O=c1c2ccccc2nc(Cc2ccccc2)n1-c1cccc(O)c1
  -2	3	2	96	1	0	96	-1	1.1	0	96
- COc1ccc(OC(=O)N(C)C)c(CN(C)C)c1
  -1	0	-1	95	1	-2	93	-9	0.0	-5	96
- O=S(=O)(c1ccc(Cl)cc1)N1CN2CCN(C2)C1
  -2	0	2	109	2	-9	108	-7	0.1	-4	108
- Cc1cccc(-n2c(O)c(C=NC34CN5CN(CN(C5)C3)C4)c(=O)[nH]c2=O)c1
  0	0	-6	109	-3	-2	103	-3	0.2	-7	101
- COC(=O)C(O)(c1ccc(N(C)C(=O)OC(C)C)cc1)C(F)(F)F (stereo not drawn)
  -8	25	0	100	-5	-10	96	-14	2.6	-14	99
- CC(=O)c1ccc2c(c1)C1C(Cl)C(Sc3ccccc3[N+](=O)[O-])CC1C(c1ccccc1[N+](=O)[O-])N2 (stereo not drawn)
  4	2	2	103	0	-1	99	3	0.1	-3	102
- O=[N+]([O-])c1ccc(N2CCCC2)cc1N/N=C1\CN2CCC1CC2
  -4	8	-2	99	-5	-4	99	-2	1.3	-2	103
- NC(=O)c1c(NC(=O)c2ccc(S(=O)(=O)N(CCCl)CCCl)cc2)sc2c1CCCCC2
  3	-3	-4	97	-3	-7	102	2	-0.1	-4	99
- O=c1cc(C2CCNCC2)[nH][nH]1
  -10	0	1	102	-35	2	100	-11	-0.5	-17	101
- CN(C)c1ccc(/C=C/c2cc[n+](C)c3ccccc23)cc1
  -1	0	0	?	-3	1	100	-1	18	3	100
- Nc1ccc(C2(c3ccc(N)cc3)CN3CCC2CC3)cc1
  2	0	3	104	1	1	101	1	0.2	-1	108
- CCOc1ccccc1N1C(=O)NC(=O)C(CCc2ccncc2)(CCc2ccncc2)C1=O
  4	2	-5	92	-7	-4	87	-5	0.7	-1	96
- Cc1nc2ccc(Cl)cc2c(-c2ccccc2)c1C(=O)O
  -9	0	-6	100	-7	-11	100	-8	0.6	-7	103
- O=C1NC(=O)N(Cc2ccccc2Cl)C(=O)/C1=C/c1cccs1
  4	-2	-2	94	0	-4	95	4	-0.9	-1	82
- O=c1c2ccccc2[nH]c(=S)n1-c1ccc(Br)cc1
  0	0	0	104	-3	-5	102	-3	0.1	-5	100
- CC1(C)COC(Nc2ccc(Cl)cc2)=N1
  -2	2	-1	92	-3	0	81	-1	0.5	0	98
- CCOc1ccc(-n2c(O)c(C=NCCN3CCNCC3)c(=O)[nH]c2=O)cc1
  2	0	0	100	2	-2	101	-6	0.1	0	100
- CCC(C)/C=C(C)/C=C/C1=CC2=C(Cl)C(=O)C(C)(OC(C)=O)C(=O)C2=CO1 (stereo not drawn)
  -4	-4	-3	99	-2	-1	96	-4	-1.8	1	97
- O=C(c1cc(-c2ccccc2)on1)N1CCC2(CC1)OCCO2
  -2	6	0	99	0	1	101	-1	1.1	0	98
- CCCn1c(C)cc(C=O)c1C
  -1	4	0	104	-2	-2	106	-9	0.7	-6	103
- C#CCN1C(=O)C2(C(C#N)=C(N)OC(C)=C2C(=O)OCc2ccccc2)c2ccccc21 (stereo not drawn)
  -2	1	0	100	-1	-3	99	-3	0.5	-3	100
- O=C(CCN1C(=O)COc2ccccc21)N1CCC2(CC1)OCCO2
  -4	-3	-3	90	0	-3	94	-6	-3.6	-5	98
- Cc1ccc(C2N(c3ccccn3)C(=O)C3CCCN32)o1 (stereo not drawn)
  3	1	0	106	0	1	105	4	0.4	0	104
- COc1ccc(OC)c(-n2c(O)c(C=Nc3c(C)n(C)n(-c4ccccc4)c3=O)c(=O)[nH]c2=O)c1
  0	2	-1	102	0	0	99	1	0.6	0	100
- CC(=O)NC(Cc1ccc(N(CCCl)CCCl)cc1)C(=O)O (stereo not drawn)
  8	1	-2	93	-1	-6	95	1	0.4	-5	85
- c1ccc2c(c1)[nH]c1cnccc12
  0	4	-2	105	0	-1	101	2	1.0	0	105
- CC(N)Cc1c[nH]c2cc3c(cc12)OCCO3 (stereo not drawn)
  -6	0	1	101	0	-7	102	-9	0.0	-7	102
- O=C(CN1CCN(CCO)CC1)Nc1ccc(Cl)cc1C(=O)c1ccccc1
  -4	2	-1	97	-2	-2	99	-7	0.8	-7	100
- Cc1ccc(CN2CCN(C)CC2)c(C)c1
  -8	1	0	99	-5	0	102	-9	0.3	-7	98
- CCOC(=O)c1nsnc1NCCCl
  -9	0	-4	107	-3	-6	104	-14	-0.3	-7	107
- Cc1cc(NC(=O)CCl)nn1C
  -1	-1	0	135	1	0	109	-5	-0.4	-5	99
- CCOC(=O)C1CCN(/C=C2/C(=O)NC(=S)N(c3ccccc3F)C2=O)CC1
  3	2	-2	100	0	-1	101	2	-0.2	0	102
- COc1ccc(-n2c(/C=C/c3ccc4c(c3)OCO4)nc3ccccc3c2=O)cc1
  -4	8	-3	97	-5	-5	97	-1	6.8	-6	100
- Cc1ccc(-c2nc3ccccc3c(=O)n2-c2cccc(C)n2)cc1
  -7	7	0	105	3	0	105	-5	0.9	-3	102
- c1ccc(CNCCc2ccc3c(c2)OCO3)nc1
  -40	0	4	98	-5	-1	101	-1	-0.1	4	97
- C=Cn1c(P(=S)(N2CCOCC2)N2CCOCC2)cc2c1CCCC2
  -2	-1	0	98	-1	-1	98	-4	0.5	-4	103
- CCOC(=O)C1(CCCc2ccccc2)CCN(C2CCCC2)CC1
  -3	0	-1	95	0	-2	100	-8	0.7	-4	99
- CCOc1nc(NC(C)C)nc(N2CC3CC(C2)c2cccc(=O)n2C3)n1 (stereo not drawn)
  -4	-1	-2	?	-1	-6	102	-4	0.2	-3	101
- Cc1ccc2c(c1)c(=O)c1c3n2CCN(CC#N)C3CC1 (stereo not drawn)
  -8	1	-5	102	-4	-9	103	-16	0.1	-5	103
- N=c1c[n+](CC23CC4CC(CC(C4)C2)C3)[n-]o1
  -3	1	0	99	-1	-2	98	-1	0.2	-4	99
- O=C1NC(=O)C(CCc2ccncc2)(CCc2ccncc2)C(=O)N1C1CCCCC1
  -5	-3	0	97	0	-1	100	-4	4.5	0	100
- O=[N+]([O-])c1ccc(C2C3C(c4ccccc4)=NC4(CCCC4)N32)cc1 (stereo not drawn)
  0	0	-3	94	-4	-6	95	1	2.0	-6	92
- Cc1nn(Cc2ccccc2)c(C)c1C(=O)OCC(=O)NCc1ccco1
  -10	1	0	100	-1	-10	102	-13	0.0	-9	100
- CN1CCc2nc3ccc(F)cc3c(C(N)=O)c2C1
  0	-1	4	98	2	1	104	-2	-0.1	0	101
- Cc1cc2c(s1)NC(=O)CN=C2c1cccs1
  -2	6	-1	101	-4	-1	99	2	0.7	-2	100
- O=C(O)c1ccc(Cl)nc1
  -6	6	-1	97	-2	-4	99	-17	0.3	-8	100
- COC(=O)CC1=C(C(=O)OC)C2(C(=O)Nc3c(C)cccc32)C(C#N)=C(N)O1 (stereo not drawn)
  2	0	-8	102	-7	-6	103	8	0.1	-1	103
- Oc1c(Br)cc(Br)cc1CN1CCN(Cc2ccccc2)CC1
  -2	1	-5	102	0	0	99	-4	0.7	0	102

These rows are one share of the data; the hit share may differ from the screen's.
